Screens (PubChem BioAssay)
IDE cell inh: human IDE inhibitors in live cells, primary screen, fluorescence polarization, HEK cells, FAbetaB substrate; actives 0.41% (n = 320,000); Insulin-degrading enzyme (Homo sapiens), P14735; AID 434962, 2010; inhibition, % at 5.59 µM; FAbetaB cleavage;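 active = percent inhibition above the average of all tested compounds plus 3 SD, set per screening campaign, cut at about 16% in these data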;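 also: IDE supplied by intact live HEK cells; FP after avidin binding of uncleaved biotin substrate so inhibition keeps polarization high; 0% = DMSO wells and 100% = 60 µM reference IDE inhibitor Ii1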
M4 PAM: human M4 muscarinic receptor positive allosteric modulators, primary screen, CHO-K1 cells, Fluo-8 calcium fluorescence; activation, % at 3 µM; CHO-K1 hM4/Gqi5, ACh EC20; 0% = ACh EC20, 100% = maximal ACh; actives 0.4% (n = 360,000);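 active = activation above its plate's cutoff, the mean activation of sample wells plus 3 SD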; also: some results filed as inactive read as strong as hits
Target sequence (P08173 whole entry, looked up): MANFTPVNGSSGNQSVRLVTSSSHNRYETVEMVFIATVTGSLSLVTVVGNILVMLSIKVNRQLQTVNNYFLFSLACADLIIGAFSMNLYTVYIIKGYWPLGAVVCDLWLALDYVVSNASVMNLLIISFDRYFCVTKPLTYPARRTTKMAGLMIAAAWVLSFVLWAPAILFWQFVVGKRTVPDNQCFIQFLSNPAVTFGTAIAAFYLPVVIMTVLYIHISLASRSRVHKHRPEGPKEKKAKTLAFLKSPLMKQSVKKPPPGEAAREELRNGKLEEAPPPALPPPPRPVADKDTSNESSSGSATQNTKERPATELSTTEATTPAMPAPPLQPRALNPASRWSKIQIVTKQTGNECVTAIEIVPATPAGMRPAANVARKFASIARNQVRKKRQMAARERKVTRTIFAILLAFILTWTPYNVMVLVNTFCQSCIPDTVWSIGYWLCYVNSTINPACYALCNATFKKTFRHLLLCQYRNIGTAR
CRFBP-R2 block: antagonists of CRF-BP/CRF-R2 complex, primary screen, cell-based, HEK293, calcium dye fluorescence, uHTS. CRF-induced calcium fluorescence. inhibition, % at 11.8 µM. actives 0.59% (n = 350,000);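 active = inhibition of the ligand-induced calcium signal above about 50% at the single tested concentration, limit read from the data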
CRFR2-BP ag: agonists of CRF-BP/CRF-R2 complex, primary screen, cell-based, HEK293, calcium dye fluorescence, uHTS. CRF-binding protein / CRF receptor 2 complex (human). calcium dye fluorescence (FLIPR); percent of saturating CRF peptide response. activation, % at 13.2 µM. actives 0.46% (n = 350,000). AID 588473, 2011;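 active = activation of at least 50%, plus an integration ratio under a set limit after plate pattern correction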;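 also: plate controls were neutral control wells without compound for no effect and CRF at EC100 for full effect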
CHRM5 antagonist: human M5 muscarinic receptor antagonists, primary screen, CHO cells, Fluo-8 calcium fluorescence; CHO-hM5 cells, ACh EC80; inhibition, % at 3 µM; actives 0.59% (n = 360,000); AID 624040, 2012;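 active = inhibition above a per-plate cutoff, the mean of that plate's test compounds plus 3 SD, cut at about 27% in these data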;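 also: 0% = acetylcholine EC80 with DMSO and 100% = DMSO without agonist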
Target sequence (P08912 whole entry, looked up): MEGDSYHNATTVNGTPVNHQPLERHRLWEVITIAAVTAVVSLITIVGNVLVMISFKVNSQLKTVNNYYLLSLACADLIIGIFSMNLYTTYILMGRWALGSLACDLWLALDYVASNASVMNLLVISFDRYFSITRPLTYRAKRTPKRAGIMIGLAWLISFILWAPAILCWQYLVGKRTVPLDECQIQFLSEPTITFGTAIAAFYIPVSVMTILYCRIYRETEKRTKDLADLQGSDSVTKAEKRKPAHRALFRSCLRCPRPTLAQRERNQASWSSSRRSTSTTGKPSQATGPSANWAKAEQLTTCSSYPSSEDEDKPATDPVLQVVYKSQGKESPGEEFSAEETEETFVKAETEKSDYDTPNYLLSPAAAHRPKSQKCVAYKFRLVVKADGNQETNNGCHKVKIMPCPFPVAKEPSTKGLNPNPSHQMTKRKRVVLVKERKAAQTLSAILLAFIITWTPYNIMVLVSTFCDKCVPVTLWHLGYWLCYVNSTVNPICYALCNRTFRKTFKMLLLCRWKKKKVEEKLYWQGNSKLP
M4 antag: human M4 muscarinic receptor antagonists, primary screen, CHO cells, Fluo-8 calcium fluorescence; Muscarinic acetylcholine receptor M4 (Homo sapiens), P08173; CHO-hM4 cells, ACh EC80; inhibition, % at 3 µM; actives 0.73% (n = 360,000); AID 624125, 2012;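 active = inhibition above its plate's cutoff, the mean inhibition of sample wells plus 3 SD, cut at about 27% in these data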;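 also: 0% = acetylcholine EC80 with DMSO and 100% = DMSO without agonist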
CHRM4 agonist: human M4 muscarinic receptor agonists, primary screen, CHO-K1 cells, Fluo-8 calcium fluorescence; AID 624127, 2012; CHO-K1 hM4/Gqi5; vehicle 0%, full acetylcholine response 100%; Muscarinic acetylcholine receptor M4 (Homo sapiens), P08173; actives 0.14% (n = 360,000); activation, % at 3 µM;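 active = activation above the run mean over all test wells plus 3 SD, cut at about 32% in these data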;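 also: peak over basal fluorescence ratio per well then scaled between controls; 0% = DMSO wells and 100% = acetylcholine at EC100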
CHRM5 agonist: human M5 muscarinic receptor agonists, primary screen, CHO-K1 cells, Fluo-8 calcium fluorescence. Muscarinic acetylcholine receptor M5 (Homo sapiens), P08912. CHO-K1 hM5 cells; 0% DMSO wells, 100% maximal acetylcholine response. activation, % at 3 µM. actives 0.19% (n = 360,000);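 active = activation above the run's mean over test compounds plus 3 SD, cut at about 23% in these data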;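 also: signal is peak over basal fluorescence ratio across the kinetic read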
CHRM5 PAM: human M5 muscarinic receptor positive allosteric modulators, primary screen, CHO-K1 cells, Fluo-8 calcium fluorescence; CHO-K1 hM5, ACh EC20 PAM; 0% = ACh EC20, 100% = ACh EC100; activation, % at 3 µM; actives 0.3% (n = 360,000); Muscarinic acetylcholine receptor M5 (Homo sapiens), P08912;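 active = activation above the run cutoff, the mean activation of all test compounds plus 3 SD, cut at about 18% in these data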
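Assay system: CHO-K1 hM5 cells. Also added: acetylcholine at EC20 concentration, added after compound. Dosing: 3 µM, single dose. Times: compound preincubation 140 s before EC20 acetylcholine addition. Signal: Fluo-8 calcium fluorescence. Measure: % activation relative to EC20 and EC100 ACh responses. Repeats: singlicate, one well per test compound.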
* = called active by the depositor; nt = not tested or not shown. An unsorted share of the library (roughly 2.9% active in at least one column).

SMILES	IDE cell inh	M4 PAM	CRFBP-R2 block	CRFR2-BP ag	CHRM5 antagonist	M4 antag	CHRM4 agonist	CHRM5 agonist	CHRM5 PAM
COc1ccc(NC(=O)C2c3ccccc3OCC(=O)N2Cc2ccc3c(c2)OCO3)cc1 (configuration not stated)	nt	-2	nt	nt	5	3	1	3	-6
O=C1c2ccccc2S(=O)(=O)c2cc(C(=O)N3CCC(O)CC3)ccc21	-2	21	-10	-0.1	11	-1	4	-1	-3
Cc1ccc(CN2CC(C(=O)Nc3ncccc3C)CC2=O)cc1 (configuration not stated)	-2	-1	-8	0.7	8	6	1	-3	2
CN(CC(=O)Nc1cc(S(=O)(=O)N2CCOCC2)ccc1Cl)C1CCS(=O)(=O)C1 (configuration not stated)	0	12	7	-1.3	-13	-8	1	-4	7
O=C(CN1C(=O)/C(=C\c2cccc(Cl)c2)Sc2ccccc21)NCCCN1CCOCC1	-1	-1	1	-1.3	-11	4	11	-6	-3
Cc1cc(Br)cn2c(CC(C)(C)C)c(C3CCCCC3)nc12	nt	9	nt	nt	-6	-8	0	2	6
CN(CC(=O)Nc1ccccc1C(F)(F)F)C(=O)CSCc1ccc(Cl)c(Cl)c1	0	1	-1	-0.8	5	-11	15	7	-9
CCc1cc(-c2nnc(SCC(=O)NC3CC3)n2C)cs1	9	7	10	-3.7	-8	-1	1	-4	7
O=C(O)CCC(=O)N1N=C(c2ccc(Br)cc2)CC1c1cccs1 (configuration not stated)	3	3	-10	0.1	-10	4	4	0	-6
CCOC(=O)C1(CCc2ccccc2)CCN(Cc2nccn2CC)CC1	2	1	-22	1.1	3	-7	2	-9	-6
Cc1noc(C)c1S(=O)(=O)NCc1ccc(CN(C)C)cc1	1	11	1	3.6	-1	-20	2	-10	-4
O=C(COC(=O)CNC(=O)C1CCCCC1)Nc1ccccc1	-2	7	6	0.9	1	-5	0	-1	0
CC1CCCC(NC(=O)C2CCN(S(=O)(=O)N3CCOCC3)CC2)C1C (configuration not stated)	-4	-3	-26	-0.1	1	6	1	2	-2
O=C(/C=C/c1ccccc1[N+](=O)[O-])c1ccccc1Br	5	-5	-4	-0.9	14	7	0	-13	-11
COc1ccc(OC)c(NC(=O)C2CCCN(S(=O)(=O)c3cccc4nsnc34)C2)c1 (configuration not stated)	-3	-6	0	-1.6	-2	3	5	-2	2
Cc1cccc(NC(=O)c2cc(S(=O)(=O)N3CCc4ccccc43)cn2C)c1C	3	0	-4	-0.3	5	-2	0	1	-2
C[C@@H]1CN([C@@H](C)CO)C(=O)c2cc(C#CC(C)(C)O)cnc2O[C@@H]1CN(C)C(=O)c1ccccc1F	nt	1	0	0.6	-5	-4	0	1	8
O=C1NC(=S)N/C1=C/c1cc2c(cc1[N+](=O)[O-])OCO2	0	-2	11	4.2	5	1	0	-2	-4
Cc1ccc(C(=O)Nc2ccc(N3CCOCC3)cc2N2CCOCC2)cc1	-2	1	-10	-1.5	-12	0	4	1	5
CCCSc1nc(C)cc(C)c1C(N)=O	3	-7	11	-1.3	-1	0	0	0	0
CCCN1CCN(c2ccc(S(N)(=O)=O)cc2[N+](=O)[O-])CC1	-1	2	-6	-0.4	-7	4	1	-13	5
O=C(NCCc1nnc2ccc(NCc3ccc(F)cc3)nn12)c1ccccc1	-4	1	12	-3.5	-11	-8	2	2	10
FC(F)(Cl)c1nnc2ccc(Sc3ccccn3)nn12	13	-1	29	-1.1	3	-4	1	1	0
COC(=O)c1ccc(CSc2nnc(CNC(=O)c3ccccc3F)o2)o1	0	3	-3	-0.9	-5	-7	2	-5	7
CC(=O)c1c(C)[nH]c(C(=O)OCC(=O)Nc2cc(C)on2)c1C	7	-9	7	0.3	-1	2	1	3	3

Entries of single compounds, quoted from the list. Values in the order: IDE cell inh	M4 PAM	CRFBP-R2 block	CRFR2-BP ag	CHRM5 antagonist	M4 antag	CHRM4 agonist	CHRM5 agonist	CHRM5 PAM
Cc1cc(Br)cn2c(CC(C)(C)C)c(C3CCCCC3)nc12 is listed as nt	9	nt	nt	-6	-8	0	2	6
Cc1ccc(C(=O)Nc2ccc(N3CCOCC3)cc2N2CCOCC2)cc1 is listed as -2	1	-10	-1.5	-12	0	4	1	5

Following part.
SMILES	IDE cell inh	M4 PAM	CRFBP-R2 block	CRFR2-BP ag	CHRM5 antagonist	M4 antag	CHRM4 agonist	CHRM5 agonist	CHRM5 PAM
C#CCOC(=O)CCCC(=O)NCCCCCCCC	0	12	0	-1.5	0	-12	1	9	27*
CC(=O)c1cccc(NC(=O)NNC(=O)CCC(=O)Nc2ccc(C)c(C)c2)c1	-1	9	-12	0.5	-4	-2	1	-3	15
COc1ccc(C(=O)Oc2ccc(/C=N/NC(=O)Cc3ccc([N+](=O)[O-])cc3)cc2)cc1	-3	3	-21	-1.2	3	-6	6	-1	-9
CCCCCCCCOc1ccc(C2OC34CCCCC3C(C#N)(C#N)C2(C#N)C(=N)O4)cc1 (configuration not stated)	-3	1	-22	15	2	1	1	-1	3
CC1CCN(C(=O)c2cccc(NC(=O)c3cccs3)c2)CC1	-5	5	3	0.1	7	0	3	2	2
Cc1ccc(N(C(=O)c2csnn2)C(C(=O)NC(C)(C)C)c2ccccn2)cc1 (configuration not stated)	-10	5	-21	0.6	9	-1	1	5	2
Cc1cc(C(=O)NCc2ccccc2Cl)n(-c2ccccc2)n1	5	-10	24	0.0	13	4	4	-10	-3
CC1CCCN(S(=O)(=O)c2ccc(NC(=O)c3cccc(-n4cnnn4)c3)cc2)C1 (configuration not stated)	5	-5	-11	-1.2	0	2	10	8	-2
COC(=O)Cn1nc(-c2ccc(C)cc2)c2ccccc2c1=O	-1	-4	3	-1.0	-18	3	0	-4	15
Cc1nc(NC(=O)CSc2nnc(-c3ccncc3)n2C)sc1C	5	5	-9	0.9	6	-9	2	-2	-1
CCN1CCN(S(=O)(=O)Cc2ccccc2Cl)CC1	0	-5	-15	0.1	4	8	0	-7	2
O=C(NCc1nnnn1-c1ccc(F)cc1)c1ccc2c(c1)OCO2	nt	5	-26	-2.1	1	0	1	1	1
COc1ccccc1NC(NC(=O)c1cccnc1)C(Cl)(Cl)Cl (configuration not stated)	-1	6	-3	-0.4	-15	-9	4	-3	-4
COc1cccc(NC(=O)c2oc3ccc(S(=O)(=O)N4CCOCC4)cc3c2C)c1	4	-6	-14	-0.8	15	7	18	5	-12
COC(=O)CCCC(=O)N1CCCC(C(=O)c2ccccc2SC)C1 (configuration not stated)	nt	2	7	-0.6	9	8	2	3	-2
COc1ccc(C2CC=C(C(C)=O)CN2S(=O)(=O)c2ccc(C)cc2)cc1 (configuration not stated)	nt	-7	nt	nt	15	-11	8	-1	-16
COc1cc(/C=N/NC(N)=S)ccc1OCC(=O)Nc1ccc(C)c(C)c1	-3	-8	28	6.8	8	-4	10	1	-13
Cc1ccc2c(CN3CCCc4ccccc43)cc(=O)oc2c1C	-2	-6	0	11	2	10	0	-11	-9
CCOC(=O)NC1(C(F)(F)F)NC(=O)N(Cc2ccco2)C1=O (configuration not stated)	-3	13	13	1.4	-3	-5	0	2	9
Cc1ccsc1C(=O)N1CCCC(C)(C(=O)NS(=O)(=O)C2CC2)C1 (configuration not stated)	nt	2	nt	nt	5	1	1	0	0
Cc1ccc2nc(-c3cccc(Br)c3)cc(C(=O)NC3=NCCS3)c2c1	2	-5	-10	3.7	9	2	6	0	-2
CCOC(=O)c1[nH]c2ccccc2c1NC(=O)c1ccc(Br)o1	5	2	-62	-2.4	2	-15	13	-4	-15
CSc1nc2sc3c(c2c(=O)[nH]1)CCc1ccccc1-3	7	5	3	-0.2	-10	-5	1	2	8
O=C(NCN1CCN(c2ccccc2F)CC1)c1cccnc1	-1	6	32	-0.1	-9	-10	2	1	-3
O=C(/C=C/c1c(F)cccc1Cl)Nc1ccncc1	5	0	-15	-1.3	-1	-9	2	-2	2

(next part)
SMILES	IDE cell inh	M4 PAM	CRFBP-R2 block	CRFR2-BP ag	CHRM5 antagonist	M4 antag	CHRM4 agonist	CHRM5 agonist	CHRM5 PAM
CCOc1ccccc1NC(=O)c1cccc(NC(=O)c2ccco2)c1	0	-2	19	-3.2	7	-11	8	-1	-9
COCCCN1C(=O)C(CC(=O)NCCCCc2ccccc2)CC(C(=O)N(C(C)C)C(C)C)=C1C (configuration not stated)	nt	4	nt	nt	1	-3	1	2	2
O=C(N/N=C/c1ccccc1Cl)C1CC1	-5	5	77*	0.0	13	-5	0	-7	-1
CCn1c(CSc2ncccn2)nnc1SCC(=O)N1c2ccccc2CC1C (configuration not stated)	7	2	-20	-2.1	7	13	2	-6	-7
COc1ccc(Nc2nc(-c3sc(C)nc3C)cs2)cc1	10	-8	9	-0.5	14	4	2	-6	0
CCc1nc(SCc2cc(=O)[nH]c3ccccc23)c2c(C)c(C)sc2n1	nt	21	-2	3.1	-1	9	0	-2	6
Cc1nc(-c2ccc(F)cc2)c(CC(=O)N(C)CC(=O)Nc2c(C)cccc2C)s1	nt	0	-5	0.1	2	-4	0	1	1
CCNC(=O)C1(C)CCN(C(=O)C(c2ccccc2)c2ccccc2)C1 (configuration not stated)	nt	-2	nt	nt	-2	-4	1	1	-3
O=C(Cc1ccccc1)CC1(O)C(=O)Nc2ccccc21 (configuration not stated)	4	0	7	1.9	-5	8	1	3	0
CCc1nnc(NC(=O)CSc2nnc(C(C)NC(=O)c3ccccc3)n2C)s1 (configuration not stated)	2	-1	-1	1.2	4	-4	0	-4	0
CCN(CC)S(=O)(=O)c1ccc(NS(=O)(=O)c2ccc(OC)c([N+](=O)[O-])c2)cc1	6	2	0	2.9	0	-5	3	0	-4
CC1=C(C(=O)NC2CCC(C)CC2)C2(CCC(C)CC2)OC1=O (configuration not stated)	1	-3	4	-0.8	9	-2	20	5	-6
CCOC1=NC(=C(c2ccccc2)c2ccccc2)OC1=O	nt	3	40	-4.7	8	4	0	2	-1
Cc1ccc(S(=O)(=O)Nc2c(C)nc3nc(C)[nH]n3c2=O)c(C)c1	1	-5	1	1.4	13	8	0	-2	-2
CC(C)[C@H](NC(=O)c1ccccc1)C(=O)OCC(=O)NCCc1ccc(F)cc1	5	-2	2	-0.9	-6	-5	1	0	-5
Cc1ccccc1CS(=O)(=O)CCC(=O)NCCCN1CCOCC1	4	2	21	-2.9	-6	3	1	-3	3
COc1ccc(C(=O)Nc2ccccc2C(=O)N2CCOCC2)cc1OC	4	-2	4	-0.1	6	-10	2	1	2
N#CC1CC(c2ccccc2)Nc2cc(Cl)ccc2N1 (configuration not stated)	10	-6	4	-2.3	8	5	6	-9	-9
CCC(Oc1ccc2ccccc2c1)C(=O)O (configuration not stated)	1	-1	-2	-1.0	-6	7	0	-2	-3
COC(=O)c1ccc(C(=O)OC)c(NC(=S)N2CCN(c3ccccn3)CC2)c1	1	-1	-13	-0.3	13	-2	3	2	2
CCC/C=C(\CCC)C(NC(=O)Cc1ccccc1)c1ccc(C(=O)OC)cc1 (configuration not stated)	0	3	10	3.5	8	-15	0	0	1
